# BAZ2B block: inhibitors of human BAZ2B bromodomain; Potency, µM (titrated, usually from 114 µM), for the others: top-dose activity change, negative = inhibition, hits mostly inhibitors; Q9UIF8; AlphaScreen BAZ2B-H3K14Ac peptide displacement; 360,000 tested, 4.4% active; AID 504333; also: % is scaled to controls: 0 for no effect and ±100 for the full control effect; nearly all actives have a fitted effect of over 60% in size
# Target sequence (Q9UIF8 whole entry, looked up): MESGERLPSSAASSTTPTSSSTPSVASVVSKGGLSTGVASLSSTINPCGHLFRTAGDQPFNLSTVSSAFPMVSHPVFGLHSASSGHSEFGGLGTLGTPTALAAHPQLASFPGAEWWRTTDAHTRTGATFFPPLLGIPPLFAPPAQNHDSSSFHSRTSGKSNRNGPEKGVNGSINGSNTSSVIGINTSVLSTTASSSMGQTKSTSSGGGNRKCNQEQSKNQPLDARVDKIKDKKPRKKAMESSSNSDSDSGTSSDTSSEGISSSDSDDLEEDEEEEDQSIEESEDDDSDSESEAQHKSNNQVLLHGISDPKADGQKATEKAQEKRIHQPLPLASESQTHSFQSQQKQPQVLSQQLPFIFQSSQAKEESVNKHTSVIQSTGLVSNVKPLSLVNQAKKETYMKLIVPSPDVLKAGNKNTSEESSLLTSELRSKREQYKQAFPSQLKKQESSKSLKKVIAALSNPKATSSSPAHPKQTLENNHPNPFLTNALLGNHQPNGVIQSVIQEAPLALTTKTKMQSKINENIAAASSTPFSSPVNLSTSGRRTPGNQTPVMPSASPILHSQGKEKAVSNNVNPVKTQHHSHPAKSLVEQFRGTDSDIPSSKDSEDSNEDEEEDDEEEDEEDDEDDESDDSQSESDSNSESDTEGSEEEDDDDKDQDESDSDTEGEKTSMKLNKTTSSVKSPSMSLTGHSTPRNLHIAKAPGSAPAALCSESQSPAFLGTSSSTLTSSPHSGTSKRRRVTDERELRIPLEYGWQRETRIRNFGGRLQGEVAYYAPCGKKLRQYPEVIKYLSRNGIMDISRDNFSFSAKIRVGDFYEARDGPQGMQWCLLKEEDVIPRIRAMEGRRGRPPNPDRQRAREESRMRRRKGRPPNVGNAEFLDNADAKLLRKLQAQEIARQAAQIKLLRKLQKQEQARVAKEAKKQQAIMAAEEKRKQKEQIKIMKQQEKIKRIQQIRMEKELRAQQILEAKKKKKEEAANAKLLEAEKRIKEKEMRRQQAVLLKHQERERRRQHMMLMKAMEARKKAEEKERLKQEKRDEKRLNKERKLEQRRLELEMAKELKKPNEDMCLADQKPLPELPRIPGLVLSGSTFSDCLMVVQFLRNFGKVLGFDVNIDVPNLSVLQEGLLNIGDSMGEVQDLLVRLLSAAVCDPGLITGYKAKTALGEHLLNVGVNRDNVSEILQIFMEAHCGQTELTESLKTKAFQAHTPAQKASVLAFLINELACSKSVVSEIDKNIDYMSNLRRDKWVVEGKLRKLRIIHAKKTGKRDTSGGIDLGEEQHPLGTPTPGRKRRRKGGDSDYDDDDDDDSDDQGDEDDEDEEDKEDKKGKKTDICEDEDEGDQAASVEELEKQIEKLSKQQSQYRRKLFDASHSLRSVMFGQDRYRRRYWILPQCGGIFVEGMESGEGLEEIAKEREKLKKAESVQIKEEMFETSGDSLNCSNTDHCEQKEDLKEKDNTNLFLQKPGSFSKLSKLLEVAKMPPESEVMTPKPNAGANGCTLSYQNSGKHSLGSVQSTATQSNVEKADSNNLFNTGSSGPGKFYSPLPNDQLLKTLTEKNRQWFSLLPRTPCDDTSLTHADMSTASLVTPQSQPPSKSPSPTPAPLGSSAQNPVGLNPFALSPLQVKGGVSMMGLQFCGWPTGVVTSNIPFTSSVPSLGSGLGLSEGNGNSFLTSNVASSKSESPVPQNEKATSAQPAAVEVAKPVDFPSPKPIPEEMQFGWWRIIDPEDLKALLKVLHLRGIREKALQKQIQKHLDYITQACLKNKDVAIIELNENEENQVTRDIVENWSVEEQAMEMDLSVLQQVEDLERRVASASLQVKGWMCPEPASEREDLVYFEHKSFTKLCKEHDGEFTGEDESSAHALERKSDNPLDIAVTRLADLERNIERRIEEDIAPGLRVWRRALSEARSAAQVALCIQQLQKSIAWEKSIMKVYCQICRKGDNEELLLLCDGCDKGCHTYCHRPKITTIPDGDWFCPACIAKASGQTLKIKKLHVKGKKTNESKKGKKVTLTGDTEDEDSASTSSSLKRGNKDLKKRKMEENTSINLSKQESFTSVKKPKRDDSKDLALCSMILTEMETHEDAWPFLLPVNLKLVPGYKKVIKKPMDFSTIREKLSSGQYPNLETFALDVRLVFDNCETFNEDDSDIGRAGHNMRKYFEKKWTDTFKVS
#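 Compounds, titrated to a top concentration of 110 uM, were incubated 30 min at room temperature with preformed BAZ2B/acetyl-K14 H3 peptide complex (50 nM each). Proximity signal was measured by AlphaScreen after 20 min with beads.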
# G9a block: blocks human histone lysine methyltransferase G9a; Q96KQ7; G9a H3K9 monomethylation, AlphaScreen, 2 h; Potency, µM (titrated, usually from 102 µM), for the others: at the highest dose activity, negative = inhibition, hits mostly inhibitors; 350,000 tested, 8.8% active; AID 504332; also: % is scaled to controls: 0 for no effect and ±100 for the full control effect; nearly all actives have a fitted effect of over 75% in size
#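 G9a (20 nM) preincubated 15 min RT with compounds, then 500 nM biotinylated H3K9 peptide and 20 uM SAM added; 2 h RT reaction. Monomethyl-H3K9 product detected by AlphaScreen with anti-H3K9me1 antibody, streptavidin donor and anti-rabbit IgG acceptor beads.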
# APEX1 inh: blocks human APE1 abasic DNA cleavage. P27695. Potency, µM (doses to about 65.8 µM), inactives show top-dose activity change, negative = inhibition, hits mostly inhibitors. 350,000 tested, 0.35% active. recombinant APE1, TAMRA/BHQ-2 abasic DNA cleavage fluorescence;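 also: plate controls were vehicle for no effect and reference inhibitor for full effect; nearly all actives have a fitted effect of over 55% in size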
#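 Step 1: APE1 (0.75 nM) with compound, 15 min RT. Step 2: add 50 nM fluorophore/quencher THF duplex. Step 3: three fluorescence reads 60 s apart (525/598 nm); read 3 minus read 1 = reaction progress.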
# POLK inh: inhibitors of human DNA polymerase kappa; Q9UBT6; purified Pol kappa, fluorescent DNA synthesis assay, 10 min; Potency, µM (series often up to 107 µM), for the others: at the highest dose activity, negative = inhibition, usual class: inhibitors; 400,000 tested, 0.53% active; AID 588579; also: % is scaled to controls: 0 for no effect and ±100 for the full control effect
#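 Readout: fluorescence, taken kinetically at 0 and 10 min. Conditions: 10 nM Pol kappa, 15 min RT compound preincubation, 50 nM substrate final. Controls: enzyme-free buffer wells.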
# POLB inh: DNA polymerase beta (human) inhibition. Pol beta primer extension/strand displacement, fluorescence kinetic. Potency, µM (doses to about 114 µM), for the others: at the highest dose activity change, negative = inhibition, hits mostly inhibitors. 340,000 tested, 1.3% active; also: % is scaled to controls: 0 for no effect and ±100 for the full control effect
#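 Curves were derived by four-parameter Hill fits of normalized qHTS data. The kinetic fluorescent primer-extension read was taken at 0 and 10 min after 50 nM substrate, following a 15 min room-temperature preincubation of 10 nM enzyme with compounds.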
# JMJD2A Tudor: JMJD2A Tudor domain (human) inhibition | O75164 | AlphaScreen JMJD2A-Tudor / H3K4me3 peptide binding | Potency, µM (titrated, usually from 114 µM), inactives show top-dose activity change, negative = inhibition, hits mostly inhibitors | 390,000 tested, 4.4% active; also: % is scaled to controls: 0 for no effect and ±100 for the full control effect; nearly all actives have a fitted effect of over 50% in size
# BLM helicase inh: blocks DNA unwinding by human BLM helicase. recombinant BLM DNA unwinding, fluorescence dequenching. P54132. Potency, µM (top dose mostly 56.1 µM), without a hit: at the top dose activity change, negative = inhibition, most hits filed as inhibitors. 350,000 tested, 0.2% active;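 also: plate controls were vehicle for no effect and no enzyme for full effect; nearly all actives have a fitted effect of over 35% in size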
# POLH inh: blocks human DNA polymerase eta activity; 390,000 tested, 1.2% active; Potency, µM (series often up to 114 µM), for the others: at the highest dose activity change, negative = inhibition, most hits filed as inhibitors; recombinant Pol eta, fluorescent DNA replication assay; also: % is scaled to controls: 0 for no effect and ±100 for the full control effect
#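 Fluorescent replication assay: 50 nM final substrate added after a 15 min room-temperature compound preincubation with 10 nM enzyme. Signal taken at 0 min and again at 10 min.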
# POLI inh: inhibitors of human DNA polymerase iota; Q9UNA4; Pol iota fluorescent replication assay, 10 min; Potency, µM (titrated, usually from 115 µM), inactives show top-dose activity, negative = inhibition, usual class: inhibitors; 390,000 tested, 1% active; AID 588590
#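 Fluorescent replication assay read twice, at 0 min and 10 min after adding 50 nM (final) substrate. Enzyme (10 nM) and compounds were first incubated 15 min at room temperature; enzyme-free buffer wells were negative controls.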
# * marks the source's active call; other numbers are inactive results; ? = inconclusive; . = not tested or not shown; & = joins results of further samples; [ ] = remark or other dose. Calls follow the shape of the dose curve; as a rule, active = well fitted curve in the direction sought with a large enough effect; inconclusive = small, poorly fitted or top-dose-only effect, or another doubt; inactive = no such curve, though single readings can be large; an effect the other way counts as inactive or inconclusive. Potency is read from the fitted curve at half-maximal effect. A portion of the library; the hit share may differ from the screen's.
Structure	BAZ2B block	G9a block	APEX1 inh	POLK inh	POLB inh	JMJD2A Tudor	BLM helicase inh	POLH inh	POLI inh
Cc1ccc(NS(=O)(=O)c2ccc(C)c(C(=O)NCC(c3ccccc3)N(C)C)c2)cc1 (stereo not given)	-2%	-16%[12.7 µM]	0%	-1%	.	-15%	.	-23%	1%
COCCCNC(=O)c1ccc2c(c1)NC(=O)C(C(C)C)N2 (stereo not given)	2%	3%[59 µM]	.	-16%	-5%	-14%	-5%	-20%	-11%
CC(C)CN=Cc1c(O)c([N+](=O)[O-])cc2oc3c(c12)CCCC3	?	14%[59 µM]	21%	?	-6%	-32%	-1%	?	-16%
O=C(CCn1[nH]c(=O)c2ccccc2c1=O)NCCO	5%	1%[59 µM]	7%	-2%	-2%	-12%	3%	0%	-12%
CC1=C(C(=O)OCC(C)C)C(c2ccc(Br)s2)NC(=O)N1 (stereo not given)	-7%	1%	-4%	2%	2%	-6%	-12%	-23%	5%
CCOc1ccc(C2NC(=O)c3ccccc3O2)cc1OCC (stereo not given)	-3%	10%	7%	-6%	16%	1%	-5%	9%	130%[activator]
COc1ccccc1C1CC(=O)NC(C)=C1C(=O)OCC(C)C (stereo not given)	-2%	17%[59 µM]	-3%	-13%	18%	-3%	-2%	-13%	-1%
COc1ccc(-c2ccc(N(C)C)cc2)cc1[C@H]1[C@H]2C=CC[C@@H](C)[C@@H]2C(=O)N1Cc1ccccc1	?	?	1%	2%	4%	5.6µM*	-1%	-29%	7%
Cc1c(CN(C)C)c2c(n1C)C(=O)c1ccc(Br)cc1-2	?	?	-9%	-14%	-5%	?	-4%	4%	-2%
Cc1ccc(S(=O)(=O)N2CCCCC2)cc1C(=O)OCC(=O)N1c2ccccc2NC(=O)C1(C)C	.	.	-7%	-6%	.	-22%	.	-24%	-12%
O=C(NCCC1CCCCN1S(=O)(=O)c1ccccc1)C(=O)NCC1CCCO1 (stereo not given)	-3%	10%[0.501 µM]	-7%	-18%	.	-9%	.	-12%	36%[activator]
Cc1ccc(C2NC(=O)CCC2[N+](=O)[O-])cc1 (stereo not given)	8%	-41%	12%	-5%	4%	-14%[11.4 µM]	-1%	1%	61%[activator]
Cc1cccc(N2CCN(C(=O)CNC(=O)Cc3ccccc3)CC2)c1C	.	.	37%	-6%	.	-9%	.	-4%	-1%
CCOc1ccc(NC(=S)N2CCC(N(C)CCN3CCOCC3)CC2)cc1	8%	16%[59 µM]	14%	-2%	19%	-27%	5%	1%	0%
Cn1c2cc(Br)sc2c2cnn(Cc3ccc(F)cc3F)c(=O)c21	7%	8%[12.7 µM]	-6%&-9%	-12%	.	?	.	-12%	-28%
CCc1c(C)c2nncn2[nH]c1=O	-5%	?	-2%	-16%	13%	-2%	-4%	2%	17%
O=C(CSc1nc(=O)[nH]c2c1CCCC2)Nc1ccc(F)cc1F	12%	-6%	-7%	-18%	.	-3%	.	-4%	11%
Cc1cc(C)nc(SCC(=O)c2ccc([N+](=O)[O-])cc2)n1	-36%	?	-2%	-4%	-9%	79µM*	-2%	5%	17%
O=C(c1cccc(S(=O)(=O)N2CCOCC2)c1)N1CCN(c2ccccc2)CC1	6%	11%[2.33 µM]	27%	-1%	.	-8%	.	-18%	18%
COc1ccc(-c2cn[nH]c2-c2ccc(OCc3ccc([N+](=O)[O-])cc3)cc2O)cc1OC	-28%	11%[12.7 µM]	2%	7%	1%	?	-2%	-12%	2%
CCC(NC(=O)CCc1c(C)c2cc3c(C)c(C)oc3cc2oc1=O)C(=O)N[C@@H](Cc1ccccc1)C(=O)O (stereo not given in full)	50µM*	?	-30%	12%	32µM*	?	-8%	?	8%
Clc1ccccc1-c1nc(NCc2cccs2)c2ccccc2n1	.	-37%[0.501 µM]	7.9µM*	32µM*	.	.	-25%	.	.
Cn1c(N)c(C(=O)COC(=O)CNS(=O)(=O)c2ccc(Cl)c(Cl)c2)c(=O)n(C)c1=O	3%	18%[59 µM]	-2%	-18%	-8%	-17%	1%	-17%	23%
N=C1CCCN1c1ccccc1O	0%	.	1%	-11%	22%	-10%[11.4 µM]	-1%	4%	-2%
O=C(NCCOc1nc(N2CCOCC2)nc(N2CCOCC2)n1)Nc1ccc(Cl)cc1	2%	4%[59 µM]	-2%	0%	2%	-17%	-5%	-15%	4%
COc1ccc(C(=O)Nc2ccc3c(c2)OCCO3)cc1	-3%	4%[59 µM]	1%	-14%	-1%	-5%	-1%	0%	-16%
C/C(CC(=O)NCc1ccccc1)=N\NC(=O)c1cnccn1	12%	40µM*	27%	-4%	10%[57.1 µM]	?	-10%	-5%	11%
Cc1c(C(=O)C(=O)N2CCN(Cc3ccc4c(c3)OCO4)CC2)c2ccccc2n1C	-15%	-14%[59 µM]	62%	2%	22%	12%	-2%	-15%	4%
COc1ccc(OCC(=O)Nc2cc(NC(=O)c3ccco3)ccc2OC)cc1	-32%	11%	40%	-4%	6%	-33%	-3%	-6%	-8%
CCS(=O)(=O)n1nc(NCc2cccc(OC)c2)nc1NCc1cccc(OC)c1	5%	9%[59 µM]	-2%	-6%	-22%	-6%	-2%	-11%	2%
O=C(CC(Nc1ccc(F)cc1)C(=O)O)c1ccccc1 (stereo not given)	-9%	10µM*	1%	-4%	2%	-14%	-2%	-19%	?
O=C(Nc1ccc(C(=O)N2CCCC2)cc1)c1ccccc1	.	.	.	9%	.	-13%	.	-10%	22%
O=C1C2C(c3ccccc3)CC=CC2[C@H](c2ccc3ccccc3c2)N1Cc1ccccc1 (stereo not given in full)	-13%	11%[59 µM]	-2%	-11%	8%	-22%	-7%	-4%	11%
O=C(CSc1nc2ccccc2o1)N/N=C/c1ccccc1	-18%	-40%[59 µM]	1%	-6%	19%	9%[57.1 µM]	-3%	-10%	-18%
Cc1ccc(C)c(N2CCN(c3nc4ccccc4c(=O)n3-c3ccc(Cl)cc3)CC2)c1	.	-30%[59 µM]	.	-2%	2%	-18%	-4%	-14%	12%
Cc1ccc2oc(-c3cccc(NC(=O)Cc4ccc(Cl)cc4)c3)nc2c1	-2%	11%[59 µM]	.	0%	-3%	-4%	-2%	-19%	41%[activator]
Cc1nnc(SCC(=O)NCc2ccccc2)s1	4%	-13%[59 µM]	3%	-10%	-1%	-12%	1%	-20%	20%
CCOC(=O)c1cnc2c(c(C)nn2C)c1Oc1ccc(OC)cc1	6%	.	-3%	1%	31%	6%	1%	-17%	20%
COc1ccc(CNS(=O)(=O)c2cc3c4c(c2)C(C)C(=O)N4CCC3)cc1 (stereo not given)	-13%	-24%	20%	4%	10%	3%	-2%	-10%	27%
NC(=O)c1ccc(Nc2nnc(-c3ccc(O)cc3)c3ccccc23)cc1	?	?	-5%	-9%	?	-18%	-8%	-14%	45%[activator]
CN(C)S(=O)(=O)c1ccc(NCC2COc3ccccc3O2)c([N+](=O)[O-])c1 (stereo not given)	?	?	1%	-6%	-2%	25µM*	-1%	-8%	8%
COc1ccc(N2C(=O)CC(N3CCN(c4nc5ccccc5s4)CC3)C2=O)cc1 (stereo not given)	9%	?	5%	0%	-1%	-28%	2%	1%	-9%
CCCc1nnc(NC(=O)CN2C(=O)c3ccccc3S2(=O)=O)s1	?	?	-1%	-21%	3%	?	3%	-10%	11%
CC1CCN(Cc2c(C(=O)N/N=C/c3ccc(C(C)C)cc3)nnn2-c2nonc2N)CC1	4%	-2%	19%	2%	-6%	-8%	2%	0%	47%[activator]
COC(=O)c1ccccc1C(=O)N1CCCC(CNC(=O)c2ccc(F)cc2)C1 (stereo not given)	6%	16%	6%	-9%	35%	-22%	0%	-3%	35%[activator]
COC(=O)C1=C(C)N=C2SCCC(=O)N2C1c1ccc(OC(=O)c2ccco2)cc1 (stereo not given)	7%	-4%[59 µM]	11%	-12%	0%	-32%	-7%	-27%	80%[activator]
COc1ccc(-c2ccccc2)cc1NCc1ccc(OC)c(OC)c1	40µM*	10µM*	-4%	-24%	25%	40µM*	-9%	-11%	20%
CC(C)(C)c1nnc2sc(SCC(=O)c3ccc4c(c3)OCCO4)nn2c1=O	-9%	-27%	8%	-17%	-14%	-2%	-1%	8%	156%[activator]
Cc1cccc([C@@H]2[C@@H]3C(=O)N(Cc4ccccc4)C(=O)[C@@H]3[C@]3(Cc4ccc(Cl)cc4)C(=O)N(c4ccccc4)C(=O)N23)c1	-1%	-1%	9%	3%	20%	-3%	-8%	-14%	12%
CC(O)CNCc1ccccc1C(F)(F)F (stereo not given)	-1%	-10%	-7%	-17%	16%	-10%	-2%	-9%	-27%

# 4 compounds already listed, arranged by heavy-atom count, largest number first:
Structure	BAZ2B block	G9a block	APEX1 inh	POLK inh	POLB inh	JMJD2A Tudor	BLM helicase inh	POLH inh	POLI inh
CC1CCN(Cc2c(C(=O)N/N=C/c3ccc(C(C)C)cc3)nnn2-c2nonc2N)CC1	4%	-2%	19%	2%	-6%	-8%	2%	0%	47%[activator]
COc1ccc(N2C(=O)CC(N3CCN(c4nc5ccccc5s4)CC3)C2=O)cc1 (stereo not given)	9%	?	5%	0%	-1%	-28%	2%	1%	-9%
CN(C)S(=O)(=O)c1ccc(NCC2COc3ccccc3O2)c([N+](=O)[O-])c1 (stereo not given)	?	?	1%	-6%	-2%	25µM*	-1%	-8%	8%
CC(O)CNCc1ccccc1C(F)(F)F (stereo not given)	-1%	-10%	-7%	-17%	16%	-10%	-2%	-9%	-27%

# Next section.
Structure	BAZ2B block	G9a block	APEX1 inh	POLK inh	POLB inh	JMJD2A Tudor	BLM helicase inh	POLH inh	POLI inh
CCOC(=O)N1CCN(c2cc(NCCO)c([N+](=O)[O-])c3nonc23)CC1	-7%	17%	-3%	2%	6%	-14%	2%	-14%	150%[activator]
Cc1nc2ccc(Br)cn2c1C(=O)N/N=C\c1ccc(C(C)C)cc1	3%	8%[0.501 µM]	5%	-14%	14%	-15%	-5%	-19%	11%
O=C(CSc1nncs1)Nc1ccc(N2CCCCC2)cc1	-28%	?	8%	4%	.	-19%	.	-23%	21%
O=C(CCCN1C(=O)/C(=C\c2ccccc2)SC1=S)N1CCOCC1	.	.	-14%	-16%	.	?	.	-5%	10%

# Assay outcomes deposited in PubChem BioAssay by National Center for Advancing Translational Sciences (NCATS).
